SRC1 TRFRET art: TR-FRET artefact, counter-screen to PPARgamma/SRC-1 agonist assay; TR-FRET ratio at 8 µM; TR-FRET detection artefact counter-screen, emission ratio; hits give high values; 0.34% of 99,000 active; in the data active = TR-FRET ratio above about 2300; note: inactives centre near 1800; reference of the scale not given here
SRC3 TRFRET art: flags TR-FRET format artefacts in PPARgamma SRC-3 recruitment agonist screen. TR-FRET artefact counter-screen, PPARgamma/SRC-3 format; hits give high values. TR-FRET ratio at 8 µM. 0.39% of 99,000 active; in the data active = TR-FRET ratio above about 2000; note: inactives centre near 1600; reference of the scale not given here
* marks the source's active call; other numbers are inactive results. An excerpt; the hit share may differ from the screen's.

No. | Compound | SRC1 TRFRET art | SRC3 TRFRET art
1 | O=c1[nH]cc(COCC(F)(F)C(F)(F)C(F)(F)F)c(=O)[nH]1 | 1661 | 1493
2 | CCN(CC)CCNCc1nc2ccccc2c(=O)n1-c1ccc(F)cc1 | 1926 | 1716
3 | CCN(CC)P(=O)(/C=C(\Cl)c1ccccc1)/C=C(\Cl)c1ccccc1 | 1755 | 1451
4 | CCCc1nc2ccc(Br)cc2c(=O)n1-c1ccc([N+](=O)[O-])c(C(F)(F)F)c1 | 1756 | 1792
5 | O=[N+]([O-])c1cccc(C2N3CCCN23)c1 (configuration not stated) | 2044 | 1621
6 | O=C(CN1CCCC1)Nc1ccc(Cl)cc1C(=O)c1ccccc1 | 1869 | 1462
7 | Cc1ccc(N2C(=O)NC(=O)/C(=C/c3cnn(-c4ccc(C)cc4)c3)C2=O)cc1 | 2088 | 1513
8 | Clc1ccc(CSC(Cn2ccnc2)c2ccc(Cl)cc2Cl)cc1 (configuration not stated) | 1752 | 1755
9 | Cc1cc(C)c(Cn2c(C(=O)O)c(C=O)c3ccccc32)c(C)c1 | 1795 | 1497
10 | CCN1C(=O)C(=C2C=C(C)OC(C)=C2)C(=O)N(CC)C1=S | 1968 | 1464
11 | CN(C)/C=C/C(=O)C(Cl)(Cl)Cl | 1729 | 1545
12 | CCc1ccc(NP(=O)(Oc2ccccc2F)Oc2ccccc2F)cc1 | 1626 | 1433
13 | COC(=O)[C@@]1(Cc2ccc(F)cc2)[C@H]2c3cc(C(=O)N(C)C)[nH]c3C[C@H]2CN1C(=O)c1ccccc1 | 1694 | 1649
14 | O=c1[nH]c(=S)n(C2CC2)c(O)c1/C=N/N1CCOCC1 | 1801 | 1438
15 | CC(=O)c1c(C)n(C2CCCCC2)c2ccc(O)cc12 | 1980 | 1644
16 | C#CC(CC)(CC)NC(=O)Nc1ccc(OCC)cc1 | 1825 | 1610
17 | O=Cc1c(C(=O)O)n(Cc2ccc(Cl)cc2)c2ccccc12 | 1808 | 1560
18 | Cc1cccc(CN2CCCC(C(=O)c3ccc(C(F)(F)F)cc3)C2)n1 (configuration not stated) | 1777 | 1656
19 | CC1=CC(=Cc2sc3ccccc3[n+]2C)C=C(C)O1 | 1971 | 1615
20 | Cc1ccc(-n2c(O)c(/C=C/C=Nc3ccccc3)c(=O)[nH]c2=O)cc1 | 2038 | 1732
21 | O=C(c1ccccc1)C1CCCN(Cc2nc(-c3cnccn3)no2)C1 (configuration not stated) | 1834 | 1541
22 | Cn1cnc([N+](=O)[O-])c1Sc1ccc([N+](=O)[O-])cc1 | 1634 | 1632
23 | C[C@H]1OC[C@@H](C[N+](C)(C)C)O1 | 1862 | 1570
24 | CN1CCN(c2ccc(/C=C3\C(=O)NC(=S)N(c4cccc(Br)c4)C3=O)o2)CC1 | 1598 | 1174
25 | Fc1ccccc1CNC1CN2CCC1CC2 (configuration not stated) | 1739 | 1760
26 | COc1cc(/C=C2\C(=O)NC(=O)N(CCc3ccc(F)cc3)C2=O)ccc1O | 1628 | 1433
27 | Cc1ccsc1C(=O)C1CCCN(Cc2cnc(N(C)C)s2)C1 (configuration not stated) | 1547 | 1478
28 | COc1ccc(/C=C/C(=O)c2c(O)n(CCC3=CCCCC3)c(=O)[nH]c2=O)cc1 | 1767 | 1589
29 | Fc1ccc(Cn2nnnc2C(c2ccc(F)cc2)N2CC=C(c3ccc(F)cc3)CC2)cc1 (configuration not stated) | 1654 | 1580
30 | CN(C/N=C(\N)N[N+](=O)[O-])S(=O)(=O)c1ccccc1 | 1896 | 1563
31 | O=C1NC(c2cc3ccccc3nc2Cl)Nc2ccccc21 (configuration not stated) | 2072 | 1622
32 | CCOC(=O)c1cc(C)n(CCc2cnc[nH]2)c1C | 1697 | 1351
33 | FC(F)(F)c1ccc2c(c1)NP(=S)(N1CCOCC1)c1nccn1-2 (configuration not stated) | 2035 | 1634
34 | COc1cccc(N2C(=O)NC(=O)/C(=C/c3ccc4c5c(cccc35)CC4)C2=O)c1 | 1670 | 1531
35 | Cc1[nH]c2c(C(F)(F)F)cccc2c1CCN | 1843 | 1578
36 | N#CC(C#N)=Cc1ccc(-c2ccccc2)o1 | 1833 | 1436
37 | Cc1ccc(N)c(C(=O)c2ccc(Br)cc2)c1 | 1599 | 1385
38 | CC1(C)OC(c2ccccc2)=C/C(=C/C=C2C(=O)NC(=S)NC2=O)O1 | 1624 | 1448
39 | CCN1CCN(c2ccc(N)cc2C)CC1 | 1832 | 1500
40 | CCOC(=O)C1C(=O)NC2(C)CC1c1cc(OC)ccc1O2 (configuration not stated) | 1676 | 1672
41 | CN(C)C(=O)Oc1ccnc2cc(Cl)ccc12 | 1846 | 1549
42 | N#CCCn1cc(C(=O)Nc2ccc(F)cc2)c(-c2ccc([N+](=O)[O-])cc2)n1 | 1841 | 1537
43 | CCN1CCN(Cc2ccc(C)cc2C)CC1 | 1643 | 1580
44 | CCCCCCN1CCN(c2ccc(Cl)cc2)CC1 | 1791 | 1581
45 | COc1ccc(/C=C/C2=CCN(C)CC2)cc1 | 1613 | 1163
46 | CC(C)C(=O)NC(Oc1ccccc1Cl)C(Cl)(Cl)Cl (configuration not stated) | 2086 | 1454
47 | Cn1cc(C(=O)N2CCOCC2)c2ccccc21 | 1671 | 1369
48 | C=C(C)CN1CC[C@]23c4c5ccc(O)c4O[C@H]2c2[nH]c4ccccc4c2C[C@@]3(O)C1C5 | 1814 | 1345
49 | Cc1c(C(=O)N2CCC3(CC2)OCCO3)sc2ncnc(N3CCc4ccccc4C3)c12 | 1776 | 1484
50 | CC(C)Nc1nc(Cl)nc(NC(C)C)n1 | 1616 | 1705

Following part
No. | Compound | SRC1 TRFRET art | SRC3 TRFRET art
51 | OC1/C(=C/c2ccc(Cl)cc2Cl)N2CCC1CC2 (configuration not stated) | 1667 | 1566
52 | O[C@H]1[C@H](O)[C@@H](O)CN2CC[C@H](O)[C@H]12 | 1846 | 1683
53 | O=C(c1ccc(Br)cc1)C12CN3CN(CN(C3)C1)C2 | 1794 | 1683
54 | CC/C(=N\N1CCCCCC1)c1c(O)n(-c2ccc(C)cc2)c(=O)[nH]c1=O | 1966 | 1859
55 | CCOC(=O)C1=C(N)OC2=C(C(=O)CCC2)C12C(=O)N1c3c(ccc(C)c32)C(C)=CC1(C)C (configuration not stated) | 1940 | 1618
56 | Cc1c(N=Cc2c(O)n(Cc3ccccc3)c(=O)[nH]c2=O)c(=O)n(-c2ccccc2)n1C | 1973 | 1562
57 | COCCOC(=O)c1c(N)n(Cc2ccc(OC)cc2)c2nc3ccccc3nc12 | 1619 | 1537
58 | NC(CC(=O)O)C1CCCCC1 (configuration not stated) | 1798 | 1506
59 | COc1ccc(NC(=S)NC(NC(=O)CF)C(Cl)(Cl)Cl)c([N+](=O)[O-])c1 (configuration not stated) | 1636 | 1351
60 | CCN1CC2([N+](=O)[O-])CC=C(Cl)C([N+](=O)[O-])(C1)C2 (configuration not stated) | 1887 | 1822
61 | CNCC(O)c1ccc(O)cc1 (configuration not stated) | 1761 | 1440
62 | N=C1SCC(=O)N1Cc1ccccc1 | 1954 | 1804
63 | CCc1sc(C(=O)N2CCC3(CC2)OCCO3)cc1Br | 1674 | 1783
64 | CSc1ccc(CNC(C)C(O)c2ccccc2)cc1 (configuration not stated) | 1963 | 1612
65 | CCc1c(C)nc(N)nc1N1N=C1SC(C(C)=O)C(C)=O | 1890 | 1508
66 | O=C(N/N=C/c1c(O)n(CCC2=CCCCC2)c(=O)[nH]c1=O)c1ccccc1 | 1717 | 1763
67 | Cc1nn(Cc2ccccc2)c(Cl)c1C(=O)OCC(=O)N1CCCC1 | 1662 | 1655
68 | Nc1ccc([As](=O)(O)O)cc1 | 1705 | 1546

Given with each value named: 4 of the compounds above.
#63 CCc1sc(C(=O)N2CCC3(CC2)OCCO3)cc1Br
  SRC1 TRFRET art: 1674; SRC3 TRFRET art: 1783
#64 CSc1ccc(CNC(C)C(O)c2ccccc2)cc1 (configuration not stated)
  SRC1 TRFRET art: 1963; SRC3 TRFRET art: 1612
#65 CCc1c(C)nc(N)nc1N1N=C1SC(C(C)=O)C(C)=O
  SRC1 TRFRET art: 1890; SRC3 TRFRET art: 1508
#66 O=C(N/N=C/c1c(O)n(CCC2=CCCCC2)c(=O)[nH]c1=O)c1ccccc1
  SRC1 TRFRET art: 1717; SRC3 TRFRET art: 1763

Given in transposed form: part of the list above.
67) Cc1nn(Cc2ccccc2)c(Cl)c1C(=O)OCC(=O)N1CCCC1
61) CNCC(O)c1ccc(O)cc1 (configuration not stated)
56) Cc1c(N=Cc2c(O)n(Cc3ccccc3)c(=O)[nH]c2=O)c(=O)n(-c2ccccc2)n1C
52) O[C@H]1[C@H](O)[C@@H](O)CN2CC[C@H](O)[C@H]12
assay / compound	67	61	56	52
SRC1 TRFRET art	1662	1761	1973	1846
SRC3 TRFRET art	1655	1440	1562	1683
